Assay outcomes from PubChem.
Rad51 HR inh = Rad51 (human) homologous recombination inhibition; hRad51 DNA strand exchange, fluorescence dequenching; inhibition, % at 10 µM; 200,000 tested, 0.085% active;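 active = inhibition above 40% at the single screening dose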;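 also: 0% = DMSO control wells and 100% = blanks with heterologous ssDNA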
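Test system: preformed human Rad51 ssDNA filaments. Compound dosing: single dose, 10 µM final compound. Incubation: filaments 15 min 37 °C, then compound 30 min. Technique: FRET fluorescence dequenching, excitation 485 nm, emission 520 nm. Read-out basis: percent inhibition from fluorescence, normalised to plate control and blank means. Benchmarks: plate controls and plate blanks.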
FXIa inh 1536 = factor XIa (human) inhibition. AID 798. purified FXIa, Boc-Glu-Ala-Arg-AMC fluorogenic substrate. 220,000 tested, 0.14% active. P03951. inhibition, % at 5 µM;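 active = inhibition of at least 40%; inactive = inhibition below 40%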;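 also: fluorescence of freed AMC excited at 355 nm; 0% = enzyme without compound and 100% = no enzyme blank; many of its hits are not listed in these tables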
eIF4E 4G PPI = eIF4E/eIF4G interaction inhibition in translation initiation. P63073+Q04637. TR-FRET eIF4E-eIF4GI(517-606) binding, 2 h. inhibition, % at 21.7 µM. 220,000 tested, 0.37% active. AID 782;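 active = inhibition above about 30%, limit read from the data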;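 also: 0% = full FRET control wells and 100% = background wells lacking eIF4GI fragment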
MDM2 E3 inh = blocks human Mdm2 ubiquitin ligase activity; cell-based MDM2 ubiquitination luciferase reporter, 2 h; 0 = plate control, 100 = twice control, blank-subtracted; signal enhancement, % at 5 µM; 210,000 tested, 0.11% active; AID 1230;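 active = signal enhancement of 30% or more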;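 also: luminescence tracks abundance of the self-degrading MDM2-luciferase fusion protein; higher signal means inhibition of MDM2 E3 ligase activity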
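Assay system: mammalian cells stably expressing self-ubiquitinating, self-degrading MDM2 E3–luciferase fusion. Quantity: 2000 cells in each well. Medium: DMEM culture medium. Compound dosing: single-point 5 µM. Timing: cell settling 4 h, compound treatment 2 h, both 37 °C. Technique: luciferase luminescence. Read-out basis: percent signal gain over controls, blank-subtracted. Benchmarks: plate controls and plate blanks.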
p97 inhibitor = blocks human p97 ATPase activity; inhibition, % at 8 µM; recombinant p97 ATPase, Kinase-Glo ATP luminescence, 3 h; 220,000 tested, 0.42% active; P55072; in the data active = inhibition above about 15%;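 also: 0% = DMSO vehicle and 100% = wells lacking enzyme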
Wee1 degr inh = inhibitors of human Wee1 degradation. HeLa Luc-Wee1K328M stability, luciferase luminescence; 100% = proteasome inhibitor MG132 effect. reporter increase, % at 5 µM. AID 1321. 220,000 tested, 1.2% active;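 active = activation above the mean of all tested compounds plus 3 SD, set per screening run, cut at about 8.8% in these data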;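 also: cells exposed to compound for 20 h before luminescence read; 0% = DMSO alone and 100% = MG132 at 30 µM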
FXIIa inh 1536 = blocks human coagulation factor XIIa protease activity; P00748; purified FXIIa, Boc-QGR-AMC fluorogenic substrate, 2 h; inhibition, % at 5 µM; 220,000 tested, 0.3% active; in the data active = inhibition above about 40%;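 also: 0% = enzyme with no compound and 100% = blank without enzyme; many of its hits are not listed in these tables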
hK5 inh = blocks human kallikrein 5 protease activity; Q9Y337; recombinant hK5, fluorogenic AMC substrate cleavage; inhibition, % at 5 µM; 210,000 tested, 0.59% active;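 active = inhibition of 40% or more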;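 also: 0% = enzyme controls without compound and 100% = no-enzyme blanks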
14-3-3 Bad PPI = disrupts binding of bovine 14-3-3 zeta to phospho-Bad peptide | 220,000 tested, 0.71% active | inhibition, % at 21.7 µM | TR-FRET 14-3-3zeta/Dy647-pBad peptide displacement, 1 h;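 active = inhibition above about 70%, limit read from the data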;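 also: 0% = full 14-3-3 plus peptide FRET controls and 100% = background without 14-3-3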
* hit, by the source's call; nt = no result given; [ ] = dose if it differs, or a comment.

compound	Rad51 HR inh	FXIa inh 1536	eIF4E 4G PPI	MDM2 E3 inh	p97 inhibitor	Wee1 degr inh	FXIIa inh 1536	hK5 inh	14-3-3 Bad PPI
Cn1c(=O)n(CC(N)=O)c2ccccc21	-2	6	-8	-13	4	3	16	1	-6
OC(CNC1CCCC1)COCCOc1ccc(Br)cc1 (stereo not drawn)	nt	2	-15	nt	1	-2	11	1	2
CS(=O)(=O)c1ccc(S(=O)CC(=O)Oc2ccc(Cl)cc2)c([N+](=O)[O-])c1 (stereo not drawn)	1	-6	-2	3	9	-3	3	-6	-11
Cc1cccc(-c2c(O)cc(=O)[nH]c2Cl)c1	-5	-1	11	23	4	-3	10	3	9
Cc1ccccc1Cn1ccc(NC(=O)c2nn3cccnc3c2Cl)n1	3	-4	1	-6	3	-3	4	-19	-8
O=C(O)[C@@H](c1ccccc1)N1Cc2ccccc2C1=O	5	7	90*	-9	-6	1	13	49*	92*
Cc1ccc(OC(C)C(=O)N2CCc3ccccc32)cc1 (stereo not drawn)	19	4	3	-14	3	-2	16	8	-6
Cc1cccc(S(=O)(=O)Nc2ccc(-c3nc4ccc(C)cc4s3)cc2)c1	2	7	21	2	0	1	4	-35	-2[fluorescence artefact?]
CC(=O)c1cc(-c2nc3ccccc3n2C)n(C)c1	-8	-12	-1	8	3	0	0	1	-7
Cc1cc(C(=O)N/N=C/c2ccncc2)c(C)o1	15	1	2	-8	-2	-3	7	3	-6
Cc1noc(C)c1CSc1ccccc1C(=O)N1CCN(c2ccccc2)CC1	5	1	-4	-6	0	3	2	-22	14
COc1ccc(N2CCN(C(=O)c3ccc(N(C)S(=O)(=O)c4ccc(C)cc4)cc3)CC2)cc1	nt	1	5	nt	6	1	2	nt	-2
CN1CCN(C(=O)c2ccc3c(c2)OCCO3)CC1	6	1	3	10	0	1	10	-17	18
COC(=O)C1=C(C)N(Cc2cccnc2)C(=O)C1	-4	1	-4	-8	4	0	17	-25	5[fluorescence artefact?]
CN(C)S(=O)(=O)c1cccc(C(=O)N2CCc3ccccc32)c1	-8	-1	7	-2	-7	0	21	-8	4
Cc1cc(NC(=O)COC(=O)[C@H](Cc2c[nH]c3ccccc23)NC(=O)c2ccc(F)cc2)no1	-3	3	1	-19	-5	1	12	8	-11
Cc1ccccc1NC(=O)/C(C#N)=C\c1cn(CC(=O)O)c2ccccc12	0	-3	-2	6	5	4	2	-5	-8
C/C(=N\NC(=O)c1cc(-c2cccs2)nc2ccccc12)c1ccccn1	8	1	3	-5	-2	-1	11	-4	-8
Cn1cccc1Cc1nnc(SCC(=O)Nc2ccc(F)cc2)n1-c1ccc(F)cc1	3	3	-2	-10	-1	1	13	4	5
CCOC(=O)C1CCCN(C(=O)c2cn(CC)c3ccc(S(=O)(=O)N4CCCC4)cc3c2=O)C1 (stereo not drawn)	-4	15	7	-14	-6	-1	23	-20	-3
COc1ccc(NC(=O)c2cccnc2Nc2ccc(OC)cc2)cc1	-2	-4	5	-9	-6	1	-10	-2	4
c1ccc(CNc2nc(-c3cccs3)nc3ccccc23)nc1	-2	-4	1	-6	9	1	-1	-12	-2
COc1cccc(C(=O)NN2C(=S)N(c3ccccc3)C(=O)C2CC(N)=O)c1 (stereo not drawn)	11	-2	-4	-30	3	-2	4	0	-1
CONC(=O)Nc1ccccc1[N+](=O)[O-]	2	5	-4	-5	4	2	10	0	-2
COCCCNC(=O)CS(=O)(=O)Cc1nc(-c2ccccc2C)oc1C	1	-4	-1	-14	8	0	4	-2	-4
COc1ccc(N(C2CSC2)S(=O)(=O)c2ccccc2)cc1	3	1	0	-3	1	0	10	-11	-8[fluorescence artefact?]
Cc1cc(F)c(F)c(C(=O)N2C(C)CCCC2C)c1Cl (stereo not drawn)	26	-3	0	-11	0	0	6	-7	-7
CC(=O)c1cccc(NC(=O)N2CCCC2C(=O)Nc2ccccc2C)c1 (stereo not drawn)	nt	-1	0[fluorescence artefact?]	-25	2	-1	16	-8	1
Fc1ccc(N2CCN(Cc3cn[nH]c3-c3ccccc3)CC2)cc1	8	-4	6	0	-6	-1	3	-2	-2
CC(=O)N(c1ccc(C)cc1)c1nc(C)cc(C)c1C#N	-20	2	-1	11	7	-2	5	2	0
CCOC(=O)c1cc2c(ccn2C)n1CC(=O)N1CCN(c2ccc(F)cc2)CC1	-2	3	-6[fluorescence artefact?]	-2	-3	2	7	4	-9
S=C(NCc1ccco1)N1CCN(Cc2ccc(Cl)cc2Cl)CC1	-3	4	2	-7	-4	-1	3	2	-5[fluorescence artefact?]
CCN(CC)Cc1cc(CCNC(=O)c2ccc(Cl)cc2)ccc1O	-1	-14	-7	-12	2	-1	10	-28	-10
COc1ccc(OC(=O)CN2C(=O)C3C4CCC(C4)C3C2=O)cc1 (stereo not drawn)	-16	21	6[fluorescence artefact?]	-11	0	0	24	-17	21
Cc1cc(N/N=C/c2cccc(F)c2)nc(NCc2ccccc2)n1	nt	-4	2	-7	4	-1	0	-4	0
CCOC(=O)N=Nc1c(O)n(CC(=O)OC)c2ccccc12	nt	6	-1	-19	-6	-1	9	nt	-1
C=CCn1c(=N)c(C(=O)NCCCOC)cc2c(=O)n3cccc(C)c3nc21	-6	-22	-7[fluorescence artefact?]	-21	3	0	-121	-357	-10
COC(=O)c1ccc2c(c1)N(C)CCS2	-4	0	-1	-10	1	0	4	-5	11
Cc1cc(NC(=O)CCC(=O)N(Cc2ccco2)C(C(=O)NCC2CCCO2)c2ccncc2)no1 (stereo not drawn)	nt	0	3	3	0	1	4	8	2
COC(=O)Cc1csc(NC(=O)CSc2nnc3ccccn23)n1	8	-3	-1	-2	3	-1	4	-1	-3
Cc1ccc(C(=O)N/C(=C\c2ccccc2)C(=O)OCc2ccccc2)cc1	-1	-8	2	-12	-6	-2	-5	-9	-13
CCC1Sc2ccccc2N(CC(=O)NCc2ccccc2OC)C1=O (stereo not drawn)	-1	-7	0	-19	-4	1	-4	-8	-10
C=CCn1c(-c2ccccc2)cc(SC)c(C#N)c1=O	1	-3	2	14	10	-3	3	-2	-3
Cc1csc(=NC(=O)c2ccccc2)n1C	0	-11	-2	-2	-8	3	4	4	3
CC(O)(c1ccccc1)C(c1ccccc1)C1CCCCN1 (stereo not drawn)	-11	0	-8	-11	-4	-1	2	35	0
CC1(C)CC(=O)C2=C(C1)NC(=O)CC2C(=O)NCc1ccc(F)cc1 (stereo not drawn)	5	1	1	6	-1	2	13	1	7
N#Cc1ccccc1NC(=O)Nc1ccccc1	5	-6	3	-11	1	2	1	-7	-9
O=C(NCc1ccco1)c1ccc(C(F)(F)F)cc1	-6	-2	1	-10	2	0	-1	-7	-7
O=C(NC1CCCCC1)C(c1ccc2ncccc2c1)N(Cc1ccc(F)cc1)C(=O)c1ccc2c(c1)OCCO2 (stereo not drawn)	nt	-2	5	-6	6	-3	11	-2	17
O=C(O)c1ccccc1S(=O)(=O)NCC(O)COc1ccc(Br)cc1 (stereo not drawn)	-4	-1	2[fluorescence artefact?]	3	4	0	2	0	-4[fluorescence artefact?]

Other entries
compound	Rad51 HR inh	FXIa inh 1536	eIF4E 4G PPI	MDM2 E3 inh	p97 inhibitor	Wee1 degr inh	FXIIa inh 1536	hK5 inh	14-3-3 Bad PPI
O=C(CN1CCCN(Cc2ccc(F)cc2Cl)C1=O)NC1CCCCCC1	5	2	nt	-9	-6	-1	7	-2	nt
COc1ccccc1/C=N/NC(=Nc1ccc(C)cc1)c1nc2ccccc2s1	nt	3	2	-41	5	-2	7	-7	1
CC1=CC(C)(C)NC(=S)N1c1cccc(C)c1	4	5	4[fluorescence artefact?]	-1	1	-2	5	-6	-8[fluorescence artefact?]
COc1ccc(C(=O)NCC(=O)OCC(=O)N2CCc3ccccc32)cc1	1	-5	0	-10	5	0	-1	-7	-4
O=C(O)CCCn1cc(NC(=O)c2ccc(F)cc2)cn1	5	-5	2	-10	5	0	-1	-37	-10
CCOc1ccc(-c2cc(CCCC(=O)NCc3ccc(C)cc3)no2)cc1	nt	-4	0	-10	-11	6	16	-2	-1
COc1ccccc1C(=O)C1CCCN(C(=O)c2cccc(-n3cccn3)c2)C1 (stereo not drawn)	-9	3	-1	-8	3	6	10	7	-2
CC(C)CCN1CCN(Cc2cccc(C(F)(F)F)c2)CC1CCO (stereo not drawn)	-2	-2	3	-8	0	-3	11	1	-10
Cc1ccc(CN(C(=O)C(F)(F)F)C(C(=O)NC2CCCCC2)c2ccco2)cc1 (stereo not drawn)	0	4	1	-4	0	-2	12	-8	-2[fluorescence artefact?]
O=S(=O)(NCCCN1CCOCC1)c1ccc2c(c1)OCCO2	nt	5	0	-8	1	-2	5	2	-8

Some of these compounds in order of molecular weight, falling:
compound	Rad51 HR inh	FXIa inh 1536	eIF4E 4G PPI	MDM2 E3 inh	p97 inhibitor	Wee1 degr inh	FXIIa inh 1536	hK5 inh	14-3-3 Bad PPI
O=C(CN1CCCN(Cc2ccc(F)cc2Cl)C1=O)NC1CCCCCC1	5	2	nt	-9	-6	-1	7	-2	nt
COc1ccccc1C(=O)C1CCCN(C(=O)c2cccc(-n3cccn3)c2)C1 (stereo not drawn)	-9	3	-1	-8	3	6	10	7	-2
O=S(=O)(NCCCN1CCOCC1)c1ccc2c(c1)OCCO2	nt	5	0	-8	1	-2	5	2	-8
